Compound activity as filed in PubChem.
MITF TRPM1 inh – MITF TRPM1 promoter inhibition in SK-MEL-5 cells; SK-MEL-5 TRPM1 promoter luciferase, 24 h; inhibition, % at 12.5 µM; actives 0.83% (n = 330,000);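 active = mean inhibition across replicates of 60% or more, whatever share of single replicates reaches that level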; note: values of inactives mirror those of a sister screen read the other way
KKLEB tox – CF airway cell cytotoxicity counter-screen; KKLEB CF airway cells viability, ATPlite luminescence, overnight; active compounds read low; cells stimulated with P. aeruginosa culture filtrate; activity change (cytotoxicity), % at 5 µM; actives 0.36% (n = 360,000); AID 602141;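 active = corrected activity change at or below -50% at 5 µM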
Peg3 promoter – Peg3 promoter activity inhibition; HeLa PEG-Prom luciferase reporter, luminescence, overnight; inhibition, % at 20 µM; actives 1.7% (n = 360,000);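 active = inhibition of at least 50% at 20 µM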
NR2E3 ag-1 – human photoreceptor-specific nuclear receptor agonism | Q9Y5X4 | AID 602229 | CHO-S Gal4-NCOR/VP16-NR2E3 two-hybrid, luciferase | actives 0.35% (n = 360,000) | inhibition of corepressor binding, % at 3.98 µM;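 active = inhibition above the mean of all tested compounds plus 3 SD, cut at about 70% in these data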;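 note: 0% = DMSO with NR2E3 transfected cells and 100% = cells lacking NR2E3 construct; higher means lower luciferase signal from less NR2E3 corepressor binding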
Target sequence (Q9Y5X4 whole entry, looked up, the tested form may be a part): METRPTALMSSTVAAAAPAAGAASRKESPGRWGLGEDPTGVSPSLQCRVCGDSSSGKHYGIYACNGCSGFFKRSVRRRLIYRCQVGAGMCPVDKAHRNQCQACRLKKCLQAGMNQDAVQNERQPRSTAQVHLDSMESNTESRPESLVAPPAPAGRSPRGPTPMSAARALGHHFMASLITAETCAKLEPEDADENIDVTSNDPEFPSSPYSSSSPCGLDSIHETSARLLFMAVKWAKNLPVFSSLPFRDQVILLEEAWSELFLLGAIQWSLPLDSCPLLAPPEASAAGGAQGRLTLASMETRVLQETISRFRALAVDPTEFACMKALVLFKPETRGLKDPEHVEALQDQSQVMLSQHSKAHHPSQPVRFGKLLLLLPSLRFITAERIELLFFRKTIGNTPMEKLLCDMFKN
EBV LMP1 NFkB – reduces LMP1-driven NF-kappaB luciferase signal; LMP1-induced NF-kappaB luciferase reporter cells, luminescence; inhibition, % at 12.5 µM; actives 0.69% (n = 350,000); AID 504558; in the data active = inhibition above about 41%;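 note: 0% = neutral control wells and 100% = reference inhibitor control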
CF NFkB block – blocks PAF-induced NF-kB reporter in cystic fibrosis cells. KKLEB NF-kB-GFP reporter, GFP fluorescence overnight. inhibition, % at 5 µM. actives 0.86% (n = 360,000). AID 588850;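 active = at least 50% inhibition at 5 µM, scaled per plate between neutral and stimulator controls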;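 note: PAF is a Pseudomonas aeruginosa culture filtrate used as stimulus; plate controls were PAF-stimulated DMSO wells for no effect and unstimulated DMSO wells for full effect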
Shn3 inh set2 – Schnurri-3 reporter inhibition in Clone20 osteoblasts | AID 588674 | Clone20 osteoblast Shn3 3'UTR firefly luciferase, 24 h | actives 0.52% (n = 360,000) | inhibition, % at 12.5 µM;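 active = mean inhibition of at least 75% with every replicate also reaching 75%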;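 note: 0% = median of neutral control wells and 100% = pilot-screen positive control compound; some compounds past the cut are filed as inactive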
C8 TRAIL sens – sensitizes caspase-8 expressing cells to TRAIL; NB7+C8 cells + TRAIL, ATPlite viability luminescence; inhibition (viability loss, TRAIL sensitization), % at 10 µM; actives 1% (n = 360,000); AID 624354;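 active = compounds causing at least 50% loss of cell viability in the single-dose screen, relative to plate controls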
iPSC survival up – hiPSC single-cell survival enhancement; ATPlite luminescence; 100% = ROCK inhibitor wells, 0% = DMSO; survival enhancement, % at 20 µM; actives 0.044% (n = 360,000); in the data active = survival enhancement above about 18%;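 note: cells exposed to compounds for 16 hours before the ATP read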
NR2E3 ag-2 – agonists of human nuclear receptor NR2E3; Q9Y5X4; GST-NR2E3/biotin-RetCOR TR-FRET, 1536-well; inhibition of corepressor binding, % at 4.78 µM; actives 0.12% (n = 320,000); AID 2300;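 active = percent inhibition above the cutoff of mean plus 3 SD of all tested compounds, set per screening campaign, cut at about 20% in these data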;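 note: 0% = DMSO wells and 100% = biotin wells as full block of FRET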
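Test system – NR2E3–RetCOR corepressor complex · Quantity – NR2E3 fusion 1.35 nM · Buffer or medium – Tris pH 7.5 · Incubation – Compound–protein incubation for 5 h at 4 °C · Technique – TR-FRET, Eu(K)-anti-GST donor, streptavidin-D2 acceptor, ex 340, em 617/671 nm · Evaluation – percent inhibition of 671/617 nm emission ratio versus biotin and DMSO controls · Plate – 1536-well format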
HIF-2a inh – inhibitors of HIF-2a | actives 0.72% (n = 360,000) | 786-0 RCC cells HIF-2a reporter, luciferase luminescence, overnight | inhibition, % at 18.8 µM;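 active = inhibition of the luminescence signal of 40% or more relative to plate controls, in a single-dose primary screen at 18.75 µM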
An asterisk follows results filed as active; . = not tested or not shown.

SMILES	MITF TRPM1 inh	KKLEB tox	Peg3 promoter	NR2E3 ag-1	EBV LMP1 NFkB	CF NFkB block	Shn3 inh set2	C8 TRAIL sens	iPSC survival up	NR2E3 ag-2	HIF-2a inh
Cc1cccc(N2CCN(C(=O)c3ccc(Cl)c(S(=O)(=O)N4CCc5ccccc5C4)c3)CC2)c1C	6.5	-2.8	15.3	-0.6	7.8	18.5	0.9	17.8	-0.1	0.7	20.1
Cc1ccc(NC(=O)c2cccc(C(=O)Nc3ccc(C)cc3C(=O)O)c2)c(C(=O)O)c1	-3.6	13.4	17.6	-8.0	6.0	-8.4	7.7	-28.6	0.0	1.9	24.0
O=C1C=C(c2cccc3c2sc2ccccc23)C[C@@H](c2ccc(Cl)cc2)C1	.	-12.0	15.7	21.3	-1.4	21.6	14.0	-13.9	6.6	1.7	1.9
CCc1cc(=O)oc2cc(C)cc(OCC(=O)N3CCC(C(=O)O)CC3)c12	9.2	17.7	3.8	-20.1	-5.6	-9.1	-2.2	0.3	-0.2	-1.5	10.5
CC(c1ccccc1)C1CC(=O)N(Cc2ccco2)C1=O (configuration not stated)	1.0	-5.2	-1.9	-24.2	-6.0	1.5	64.2	5.9	2.4	2.9	2.8
C=C(C)COc1ccc(-c2n[nH]c(C)c2Oc2ccccc2OC)c(O)c1	-4.6	-21.2	46.1	-7.0	-5.3	-6.8	26.3	0.3	0.8	2.2	26.4
CCCC1=NN(c2ccc([N+](=O)[O-])cc2)C(=O)/C1=C/N(C)C	-12.8	6.6	4.6	-23.9	-3.0	-2.1	-6.5	-1.0	-0.1	2.1	-27.7
CNC(=O)CSCCn1c(SCC(=O)NC)nc2ccccc2c1=O	-1.2	4.7	2.5	-20.1	-15.0	10.2	13.1	19.3	1.1	3.4	7.0
COc1ccc(N2CCN(C(=O)CSc3nnc4c(C)cc5ccc(C)c(C)c5n34)CC2)cc1	3.9	7.7	1.4	-15.8	2.3	-2.1	27.9	-3.1	-1.1	4.1	23.3
Cn1cc(Br)c(C(=O)Nc2ncc(Br)s2)n1	-41.4	0.5	-115.0	-29.5	-17.2	-6.0	-69.6	-2.8	-1.9	-2.2	-174.8
CCN1CCN(c2c(Cl)cccc2NC(=O)c2cccs2)CC1	-13.0	-11.4	-2.3	-40.7	7.2	1.2	-2.7	5.5	1.2	4.4	7.3
CC(=O)Nc1ccc(S(=O)(=O)N2CCC(=O)Nc3ccccc32)cc1	-0.3	-3.4	3.3	-31.6	1.0	0.6	-14.7	-5.0	-1.2	1.2	8.3
CCOc1ccc(CCNS(=O)(=O)c2cn(C)cn2)cc1OCC	-25.1	-8.7	-18.1	12.5	8.1	26.8	-13.9	-0.4	0.1	-1.8	-0.3
O=C(c1cnccn1)N1CCN(S(=O)(=O)c2cccc(Cl)c2)CC1	3.2	-5.8	12.2	-11.8	-7.4	-5.0	-4.0	-11.1	0.2	.	6.1
CS(=O)(=O)N(CC(=O)Nc1ccccc1C(=O)N1CCCC1)c1cccc([N+](=O)[O-])c1	13.4	-12.3	-1.7	11.3	1.5	-2.7	-4.4	-4.3	-0.3	2.1	20.2
COc1ccc(C(NC(=O)CN2C(=O)NC3(CCc4ccccc43)C2=O)c2ccccc2)cc1 (configuration not stated)	6.8	7.7	8.6	14.4	-3.9	-1.3	-18.0	21.0	-0.6	0.4	6.5
Cc1cccn2c(=O)c(/C=C(\C#N)C(N)=O)c(N3CCN(c4ccccc4)CC3)nc12	10.2	19.0	37.0	-32.8	2.7	-5.4	5.0	-5.6	-0.4	.	28.9
CC(=O)CC[N+](C)(C)C	-2.1	29.6	-7.0	14.0	6.7	-13.9	-6.5	-0.1	-1.6	.	15.5
Cc1cc2ncn(CCC(=O)NC3CCCC3)c2cc1C	-0.2	20.3	2.8	-29.5	-0.5	-26.4	0.5	-1.1	-1.0	-0.1	3.7
CSc1ccc(CN(C)Cc2cc(=O)oc3c(C)c(C)ccc23)cc1	4.4	-1.7	2.1	1.9	4.7	-5.0	62.3	6.7	0.0	-1.2	-0.2
S=C(NCc1ccccn1)Nc1cccc(Cl)c1	3.6	-1.7	-260.7	-2.1	-14.4	-0.5	-6.6	-4.1	-1.7	2.7	-235.9
O=C1Cc2cccc3cccc1c23	11.4	-3.0	0.6	-31.4	-7.4	-13.6	7.1	-8.1	6.7	4.2	13.2
COc1ccc(S(=O)(=O)N2CCC(C(=O)NCCC(=O)NCc3cccnc3)CC2)cc1	.	-5.1	2.6	4.4	-2.6	6.0	-5.4	-17.1	-1.6	.	6.1
Cc1nn(C)c(C(=O)Sc2cccc(Cl)c2)c1[N+](=O)[O-]	45.3	7.0	22.6	-14.7	-3.2	3.8	-8.2	-8.2	-0.6	-0.8	21.2
Cc1ccc(S(=O)(=O)NC(=O)NC2=NC(C)(C)N(c3ccc(Cl)c(Cl)c3)C(N)=N2)cc1	.	-1.4	4.3	-16.9	.	-25.5	-3.3	81.6*	0.4	.	13.0
CCN(CC)S(=O)(=O)c1ccc(N2CCOCC2)c(NCC(=O)Nc2ccc(F)cc2)c1	-5.1	4.2	10.1	7.3	3.0	-11.0	11.2	-4.7	-0.1	1.1	8.9
Cc1cc(-n2c(C)cc(C(=O)CSc3ccc4c(c3)OCCO4)c2C)no1	-4.1	-13.2	-18.5	-4.6	-3.7	-18.8	25.6	8.8	-2.4	0.3	-51.0
O=C(Nc1ccccc1Oc1cccnc1)C1CCCN(Cc2cccc(Cl)c2)C1 (configuration not stated)	9.9	4.6	26.2	-9.3	7.8	-1.7	-1.1	0.6	-0.2	-1.8	11.2
CCOC(=O)C1CCN(Cc2ccc(OC)cc2OC)CC1	6.7	3.3	14.8	5.1	-1.1	-29.7	12.3	-9.8	-1.8	2.3	10.0
O=C(c1ccc([N+](=O)[O-])cc1)N1CCN(Cc2ccccc2)CC1	-4.5	3.6	13.0	-23.7	59.2*	-0.7	3.8	6.7	-0.5	2.6	7.4
CC(C)(C)c1ccc(CC(=O)N2CCC2(C)C(=O)NS(=O)(=O)c2ccc(Cl)s2)cc1 (configuration not stated)	.	11.7	8.0	14.2	.	-23.1	-6.6	-4.8	0.2	.	11.9
O=C(NC1CCCCCC1)c1ccc(OCC2CCCO2)cc1 (configuration not stated)	-74.9	1.3	-133.3	-68.2	-21.9	-5.1	-40.7	1.9	1.0	4.2	-163.5
CCOc1ccccc1C(=O)NCC(=O)OCC(=O)NCCc1ccc(S(N)(=O)=O)cc1	5.1	9.3	5.0	3.6	-3.3	-3.0	-8.2	-8.6	4.1	-1.0	0.6
Cc1ccc(C)c(NS(=O)(=O)c2cc(C(=O)NCCC3=CCCCC3)ccc2C)c1	2.7	-7.7	13.1	0.1	-10.9	1.5	23.2	-7.0	-0.7	0.7	3.5
CCN1CCc2c(OCC(=O)N3CCCc4ccccc43)cccc2C1=O	24.1	2.6	3.1	-27.9	-14.4	16.4	10.2	-6.0	-0.6	2.4	14.3
Cc1oc(C)c2c(=O)ccc3c(c12)OC(N)=C(C#N)C3c1ccccc1 (configuration not stated)	4.3	1.0	11.6	-37.0	5.8	20.2	7.1	-8.7	2.7	5.7	18.6
COc1cccc(/C=C/C(=O)N(C)CC(=O)Nc2ccc(Cl)c(C(F)(F)F)c2)c1	5.5	3.0	13.8	11.3	5.4	23.1	-6.7	0.2	0.2	-1.8	-12.0
CCCCn1c(-c2ccc(Cl)c(Cl)c2)nc2cc3[nH]c(=O)c(C(C)C)nc3cc21	-18.4	-16.6	0.0	12.8	-5.9	13.1	-12.0	11.5	-3.2	3.4	5.1
CCOc1ccc(CC(=O)N2CCC3(CC2)NCCc2[nH]cnc23)cc1	-5.1	0.8	9.2	-6.0	1.5	-0.7	-24.4	-1.7	-0.5	2.2	10.8
CCN1CCc2c(sc(NC(=O)Nc3ccc(Cl)c(Cl)c3)c2C(N)=O)C1	2.2	-8.3	39.3	-34.0	-1.1	-359.8	3.5	-5.5	5.0	-1.3	-15.3
Clc1cc(Cl)cc(C2=NC(Cc3ccccc3)CO2)c1 (configuration not stated)	-29.2	-0.6	-22.5	16.5	0.3	26.6	1.1	1.0	-1.8	1.1	-24.7
OC[C@@H](O)C1OC2NC(=S)OC2C1O (some centres not stated)	0.7	4.3	6.8	-3.2	-1.5	3.1	-5.0	-19.9	1.1	1.4	14.3
CCOC(=O)c1sc(=NC(=O)c2ccc(C)cc2)n(C)c1C	-28.5	-9.8	-291.6	-106.4	-20.2	1.1	-47.3	3.1	-0.7	-2.6	-272.0
O=C(NCc1nc2ccccc2[nH]1)C1=C[C@@H](c2ccccc2)C[C@@H](OCc2ccc(CO)cc2)O1	4.8	-19.5	-5.5	1.8	6.6	15.7	18.2	1.4	-1.6	-0.6	-8.1
CCOC(=O)c1ccc(S(=O)(=O)NCCN2CCOCC2)cc1	0.2	9.8	5.8	19.7	8.1	-24.7	10.4	2.3	0.1	5.0	9.3
CCOC(=O)c1c(C)[nH]c(C(=O)OCC(=O)Nc2ccc(OCC)cc2)c1C	7.1	-5.5	-5.0	17.7	-2.5	4.3	-0.6	12.2	0.7	1.2	-2.3
Cc1cc(C)nc(N2CCCC(C(=O)Nc3nnc(C)s3)C2)n1 (configuration not stated)	2.5	-4.8	11.3	11.2	4.0	-3.6	5.6	-15.9	5.3	5.0	22.1
Cc1ccc(-n2c(O)c(C=NC3CCS(=O)(=O)C3)c3ccccc3c2=O)cc1C (configuration not stated)	4.6	4.6	13.0	-32.5	11.6	-6.4	2.2	-4.0	2.1	2.2	18.0
CC(C)c1ccc(/C=C/C(=O)Nc2nncs2)cc1	4.5	-20.4	-37.4	15.8	-22.9	5.2	18.8	73.5*	-2.1	-2.7	-65.4
O=[N+]([O-])c1ccc(N2CCN(S(=O)(=O)c3ccccc3[N+](=O)[O-])CC2)cc1N1CCc2ccccc2C1	19.2	13.0	-39.1	-9.7	-1.3	-3.0	9.7	-7.7	6.8	1.3	0.8

A second format for part of the listing above.
The line under a structure holds: MITF TRPM1 inh, KKLEB tox, Peg3 promoter, NR2E3 ag-1, EBV LMP1 NFkB, CF NFkB block, Shn3 inh set2, C8 TRAIL sens, iPSC survival up, NR2E3 ag-2, HIF-2a inh
Cc1cc(C)nc(N2CCCC(C(=O)Nc3nnc(C)s3)C2)n1 (configuration not stated)
  2.5, -4.8, 11.3, 11.2, 4.0, -3.6, 5.6, -15.9, 5.3, 5.0, 22.1
CCOC(=O)c1c(C)[nH]c(C(=O)OCC(=O)Nc2ccc(OCC)cc2)c1C
  7.1, -5.5, -5.0, 17.7, -2.5, 4.3, -0.6, 12.2, 0.7, 1.2, -2.3

An excerpt. The share of hits here may be higher or lower than overall.
